TNAP inh noacc: human TNAP enzyme inhibitors, primary screen, biochemical, luminescent, no phosphate acceptor, uHTS | purified TNAP, CDP-star luminescence, 30 min | inhibition, % at 20 µM | 0.26% of 200,000 active | AID 1012, 2008;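 active = tissue-nonspecific alkaline phosphatase inhibition above about 50% at 20 µM in the single-dose screen, limit read from the data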;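 also: 0% = DMSO negative control and 100% = EDTA positive control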
Target sequence (P05186 whole entry, looked up): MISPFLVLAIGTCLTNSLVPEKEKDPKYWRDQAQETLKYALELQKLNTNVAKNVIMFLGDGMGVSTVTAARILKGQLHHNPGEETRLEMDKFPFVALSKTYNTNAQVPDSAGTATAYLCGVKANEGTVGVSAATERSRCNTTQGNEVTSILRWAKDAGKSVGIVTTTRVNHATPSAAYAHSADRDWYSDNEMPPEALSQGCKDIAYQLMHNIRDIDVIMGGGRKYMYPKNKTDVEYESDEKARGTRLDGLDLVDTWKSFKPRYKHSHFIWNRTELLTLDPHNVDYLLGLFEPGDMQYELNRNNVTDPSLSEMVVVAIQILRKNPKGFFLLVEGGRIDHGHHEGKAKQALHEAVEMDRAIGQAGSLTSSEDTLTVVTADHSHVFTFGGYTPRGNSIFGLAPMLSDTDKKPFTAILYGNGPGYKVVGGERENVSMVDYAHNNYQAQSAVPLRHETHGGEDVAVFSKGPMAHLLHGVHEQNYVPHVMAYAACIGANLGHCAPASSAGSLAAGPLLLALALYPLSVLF
PPARg SRC3 recr: PPARgamma agonists recruiting SRC-3 coactivator, primary screen, biochemical; biochemical PPARgamma/SRC-3 coactivator recruitment assay; 0.26% of 200,000 active; activation, % at 8 µM; in the data active = activation above about 23%;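 also: 0% = DMSO and 100% = reference agonist; some compounds past the cut are filed as inactive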
Target sequence (P37231 whole entry, looked up): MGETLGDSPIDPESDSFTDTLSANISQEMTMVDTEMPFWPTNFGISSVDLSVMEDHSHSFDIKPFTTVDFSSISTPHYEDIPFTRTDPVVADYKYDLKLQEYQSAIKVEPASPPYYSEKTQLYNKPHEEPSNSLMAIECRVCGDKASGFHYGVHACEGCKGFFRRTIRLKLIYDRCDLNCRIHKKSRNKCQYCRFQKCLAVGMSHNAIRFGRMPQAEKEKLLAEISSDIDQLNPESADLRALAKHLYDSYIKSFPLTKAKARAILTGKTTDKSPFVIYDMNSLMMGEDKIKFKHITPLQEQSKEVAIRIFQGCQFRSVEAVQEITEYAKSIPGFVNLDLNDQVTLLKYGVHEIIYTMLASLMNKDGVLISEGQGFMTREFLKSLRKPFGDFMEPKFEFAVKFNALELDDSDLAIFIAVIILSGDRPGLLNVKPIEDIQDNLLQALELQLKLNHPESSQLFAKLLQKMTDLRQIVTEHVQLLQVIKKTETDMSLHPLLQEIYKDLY
bIAP activator: bovine intestinal alkaline phosphatase activators, primary screen, biochemical, bovine IAP, CDP-star luminescence; purified bovine IAP, 30 min; stronger effect = higher value; fold of DMSO-control signal, blank-subtracted; activation factor at 20 µM; alkaline phosphatase, intestinal [Bos taurus]; 0.17% of 200,000 active;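 active = activation factor of 2 or more at 20 µM, a signal rise over negative controls twice the positive control's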
SRC2 TRFRET art: TR-FRET signal artefacts, primary screen, artefact control for PPARgamma SRC-2 agonist project, biochemical | 0.4% of 200,000 active | TR-FRET artefact counter-screen; stronger effect = higher value | AID 1049, 2008 | TR-FRET ratio at 8 µM; in the data active = TR-FRET ratio above about 2000; also: inactives centre near 1500
HMGR II inh: inhibitors of E. faecalis class II HMGR, primary screen, biochemical, Enterococcus faecalis; HMG-CoA reductase (Enterococcus faecalis, mvaE); purified E. faecalis HMGR, NADPH absorbance 340 nm kinetic; inhibition, % at 10 µM; 0.41% of 190,000 active; AID 1066, 2008;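 active = inhibition above a set limit, the median over all tested compounds plus 3 SD, cut at about 9.5% in these data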;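 also: enzyme runs in reverse so mevalonate oxidation gives rising NADPH absorbance; 0% = complete reaction with DMSO and 100% = background rate lacking mevalonate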
TNAP inh hi DEA: human TNAP enzyme inhibitors, primary screen, biochemical, luminescent, high phosphate acceptor level, uHTS | 0.03% of 200,000 active | purified TNAP, CDP-star luminescence, 1 M DEA | inhibition, % at 20 µM | Alkaline phosphatase, tissue-nonspecific isozyme (Homo sapiens), P05186;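 active = over 50% inhibition of tissue-nonspecific alkaline phosphatase at 20 µM in the single-dose screen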;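 also: plate controls were DMSO wells for no effect and EDTA-quenched wells as full inhibition for full effect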
PPARg SRC-1 ag: PPARgamma agonists recruiting SRC-1 coactivator, primary screen, biochemical; Peroxisome proliferator-activated receptor gamma (Homo sapiens), P37231; AID 631, 2007; activation, % at 8 µM; 0.41% of 200,000 active; PPARgamma-SRC-1 coactivator recruitment biochemical assay; in the data active = activation above about 19%;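 also: 0% = DMSO and 100% = reference agonist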
bIAP inh: bovine intestinal alkaline phosphatase inhibitors, primary screen, selectivity assay for TNAP inhibitor project, biochemical, bovine IAP, CDP-star luminescence; inhibition, % at 20 µM; purified bovine IAP, 30 min; 190,000 tested, under 10 active; alkaline phosphatase, intestinal [Bos taurus];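 active = over 50% inhibition of intestinal alkaline phosphatase at 20 µM in the single-dose screen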
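Assay system – bovine IAP enzyme · Quantity – bovine IAP at 1/65,000,000 final dilution · Detection – CDP-star luminescence signal · Times – 30 min reaction at room temperature · Also added – CDP-star substrate at 30 µM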
PPARg SRC-2 ag: agonists of PPARg-SRC-2 recruitment, primary screen, biochemical, HTS | activation, % at 8 µM | PPARgamma LBD-SRC-2 recruitment | 0.34% of 200,000 active | AID 1032, 2008 | Peroxisome proliferator-activated receptor gamma (Homo sapiens), P37231; in the data active = activation above about 22%;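 also: 0% = vehicle and 100% = reference agonist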
TNAP act hiacc: TNAP activators at high phosphate acceptor level, primary screen, biochemical, luminescence, uHTS; purified TNAP, CDP-star luminescence, 1 M DEA, 30 min; stronger effect = higher value; 0 = EDTA background, 1 = DMSO-only activity; 200,000 tested, under 10 active; Alkaline phosphatase, tissue-nonspecific isozyme (Homo sapiens), P05186; activation factor at 20 µM;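 active = activation factor at least 2 at 20 µM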
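Dosing: 20 µM single point. System: human TNAP. Amount: TNAP 1/800 final. Incubation: 30 min, room temperature. Read-out: TNAP activation factor scaled between EDTA and DMSO control wells. Signal: luminescence from CDP-star hydrolysis. Medium: 1 M DEA, pH 9.8, Mg2+, Zn2+. Control set: EDTA negative control, DMSO positive control.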
An asterisk follows results filed as active; · = not tested or not shown.

SMILES	TNAP inh noacc	PPARg SRC3 recr	bIAP activator	SRC2 TRFRET art	HMGR II inh	TNAP inh hi DEA	PPARg SRC-1 ag	bIAP inh	PPARg SRC-2 ag	TNAP act hiacc
O=C(NC1CCCCC1)C(c1ccccc1)N(C(=O)c1cccs1)c1ccc2c(c1)OCO2 (stereo not drawn)	-2.3	16.3	1	1520	-0.5	-9.7	6.8	3.7	2.6	1.1
CC(=O)N1CCc2cc(S(=O)(=O)NCCC(=O)NCCc3ccc(C)cc3)ccc21	-5.5	-1.7	0.9	1653	-3.7	3.4	4.2	7.3	1.4	1
O=C(N/N=C/c1ccc([N+](=O)[O-])cc1)c1ccc(COc2ccccc2-c2ccccc2)cc1	2.1	1.9	1	1346	-2.0	0.8	-8.0	3.6	-0.9	1
N#Cc1c2n(c3c(=O)n(Cc4ccc(Cl)cc4)cnc13)CCCCC2	-6.9	-0.3	0.9	1551	-2.9	-1.1	5.9	7.6	2.2	1
COc1ccc(-n2cc(CNC(C)c3ccncn3)c(-c3cccc(F)c3)n2)cc1 (stereo not drawn)	-7.2	4.2	1.2	1814	-4.1	-0.6	9.8	-15.8	13.5	1
COc1ccc(/C=N/Nc2nc(N3CCCC3)nc(N3CCCC3)n2)c(OC)c1OC	-8.0	2.7	1	1523	-4.3	1.4	-0.7	1.9	-0.3	1
CCCCc1nnc(NC(=O)C(=O)OCC)s1	-12.3	1.3	1	1501	-2.3	-7.2	-3.5	2.9	-0.1	1.1
Clc1cccc(Cl)c1-c1nnc2cccc(Cl)n12	-9.4	-2.4	1.1	1503	-7.9	-0.5	8.7	-10.8	5.9	1
Cc1ccc(C)c(OCCCCn2cnc3ccccc3c2=O)c1	-10.1	5.8	1.1	1557	-3.3	-2.3	6.7	-12.1	19.1	1
COc1ccccc1/C(C)=N/NC(=S)NCc1ccccc1	-77.1	-0.1	0.7	1335	2.3	-4.3	-3.6	27.5	-3.3	1
Cc1csc(=O)n1CCC(=O)O	-15.5	-7.5	1	1475	0.4	-3.6	-5.8	0.8	1.9	1
N#Cc1c(NC(=O)C2C3C=CC(C3)C2C(=O)O)sc2c1CCCCC2 (stereo not drawn)	-10.2	-3.2	1.2	1596	-2.9	-7.8	10.4	-15.2	-8.2	1.1
Cc1cc(Nc2nnnn2-c2ccccc2)n(-c2ccccc2)n1	-4.3	-12.4	0.9	1510	-8.6	1.5	1.3	10.2	3.9	1
COC(=O)[C@H](C)NC(=O)Nc1cc(Cl)ccc1C	3.7	3.7	1	1532	0.9	-2.1	12.5	4.4	0.3	1
O=C(O)CCC(=O)NNC(=O)c1cccc(Br)c1	-10.4	0.6	0.7	1611	0.1	1.4	4.1	29.8	-2.0	1

Profiles, looked up by structure. Values in the order: TNAP inh noacc	PPARg SRC3 recr	bIAP activator	SRC2 TRFRET art	HMGR II inh	TNAP inh hi DEA	PPARg SRC-1 ag	bIAP inh	PPARg SRC-2 ag	TNAP act hiacc
Cc1csc(=O)n1CCC(=O)O in the list: -15.5	-7.5	1	1475	0.4	-3.6	-5.8	0.8	1.9	1
Cc1cc(Nc2nnnn2-c2ccccc2)n(-c2ccccc2)n1 in the list: -4.3	-12.4	0.9	1510	-8.6	1.5	1.3	10.2	3.9	1
O=C(O)CCC(=O)NNC(=O)c1cccc(Br)c1 in the list: -10.4	0.6	0.7	1611	0.1	1.4	4.1	29.8	-2.0	1

Other results.
SMILES	TNAP inh noacc	PPARg SRC3 recr	bIAP activator	SRC2 TRFRET art	HMGR II inh	TNAP inh hi DEA	PPARg SRC-1 ag	bIAP inh	PPARg SRC-2 ag	TNAP act hiacc
O=C(Nc1nnc(CCS(=O)(=O)c2ccc3ccccc3c2)s1)c1cccs1	-15.6	2.8	0.8	1789	-2.7	4.0	6.8	17.4	12.2	1
CN(C)CC(=O)N1c2ccccc2Sc2ccc(Cl)cc21	-9.2	-1.0	1.2	1696	-5.7	-7.2	2.8	-16.0	3.5	1.1
O=C(CNC(=O)c1ccc(S(=O)(=O)N2CCCC2)cc1)N/N=C/c1ccccc1	-14.6	-1.4	0.7	1525	4.3	1.0	3.7	26.5	1.2	1
CCOC(=O)C1=C(C)NC(=O)C1CC(=O)Nc1ccccc1 (stereo not drawn)	-24.7	6.3	1.1	1586	-1.9	-45.0	1.4	-6.6	18.1	1.5
CCOc1ccc(C=NC23CN4CN(CN(C4)C2)C3)cc1	0.8	-2.8	0.9	1605	-2.3	-3.5	7.2	9.7	1.6	1
CCOC(=O)C1(CC2CCCCO2)CCN(Cc2cccnc2)CC1 (stereo not drawn)	-3.7	-2.1	1.3	1529	-1.3	-5.4	-2.4	-25.0	-3.6	1.1
O=C(Nc1ccccc1-c1nnn(CC(=O)N2CCCc3ccccc32)n1)c1cccc(Cl)c1	·	2.8	·	1496	·	·	2.0	·	-4.5	·
CCOP(=O)(O)c1ccccc1OCCCCCOc1ccccc1P(=O)(O)OCC	-9.6	12.1	1	1662	5.7	-3.2	3.7	-2.8	4.4	1
O=S(=O)(NC1CC1)c1ccc(S(=O)(=O)N2CCCc3ccccc32)cc1	-5.9	4.7	0.6	1570	-2.6	-2.3	-0.9	37.6	10.3	1
Cc1cccc(C)c1NC(=O)Nc1ccccc1-n1ccnc1	-29.1	1.6	1	1580	-1.1	-5.6	6.8	3.1	-0.9	1.1
O=C(COC(=O)c1ccc2c(c1)OCCO2)Nc1cccc(S(=O)(=O)N2CCOCC2)c1	-6.2	2.3	1	1474	-2.1	-0.3	0.3	2.5	-8.2	1
O=c1nc2s/c(=C\c3ccc(-c4ccccc4[N+](=O)[O-])o3)c(=O)n2nc1-c1ccccc1	6.4	3.6	1.1	1630	-1.4	17.5	-0.6	-8.7	8.8	0.8
NS(=O)(=O)c1ccc(NC(=O)Cn2ncc3c2-c2ccccc2OC3)cc1	-13.4	-3.4	1	1333	1.4	-4.8	-7.3	0.3	-0.4	1
CC(=O)NC(=S)Nc1cccc2c(C)cc(C)nc12	-17.1	3.4	1.1	1756	-8.6	-1.2	4.4	-14.9	-0.8	1
CCOC(=O)c1c(NC(=O)CSc2nnc(-c3ccncc3)n2Cc2ccco2)sc(C(C)=O)c1C	·	-22.9	·	1553	·	·	-1.3	·	-6.2	·
CCOC(=O)C1=C(c2ccccc2)NC(=O)NC1c1ccc(OC)cc1 (stereo not drawn)	-10.9	2.0	0.8	1691	1.6	-7.2	6.3	15.5	3.2	1.1
O=C(CN1CCCCC1)NCCNC(=O)CN1CCCCC1	-15.8	4.4	0.9	1406	-0.3	-7.7	-0.4	6.9	11.3	1.1
Cc1cnn(CCC(=O)NNC(=S)Nc2ccc(F)cc2)c1	-8.9	3.3	1.4	1712	0.4	-1.3	-4.3	-38.2	6.5	1
Cc1cccc(C(C)Nc2ccc([N+](=O)[O-])cn2)c1 (stereo not drawn)	-2.8	6.5	1	1510	-3.2	0.1	-5.1	-0.4	-8.7	1
Cc1ccccc1-c1nnc2c3ccccc3c(C)nn12	-9.8	-11.0	1	1684	0.2	-4.4	3.1	2.9	-1.3	1
COc1ccc(C(=O)CC2OC(=O)c3c2ccc(OC)c3OC)cc1 (stereo not drawn)	-13.5	-10.4	0.9	1456	-7.9	-0.2	-0.7	7.2	1.4	1
O=C(COC(=O)c1ccccc1Nc1ccccc1)NCc1ccccc1	-9.7	-3.6	0.9	1616	-5.7	3.2	-1.6	6.8	-4.7	1
COc1ccc(NC(=O)CCNC(=O)Cn2cnc3ccccc3c2=O)c(OC)c1	-9.4	3.2	0.9	1543	4.0	2.1	-3.0	5.4	9.1	1
Cc1ccccc1Cn1ccc(-c2ccc3c(c2)OCO3)n1	-5.2	-2.9	0.9	1616	1.8	0.1	0.2	10.5	8.1	1
O=[N+]([O-])c1ccc(N2CCN(C(=S)Nc3ccccc3)CC2)cc1	-5.5	1.3	1	1583	-1.7	8.5	9.4	4.2	0.2	0.9
O=C(Nc1ccc(N2CCOCC2)cc1)c1ccc(Cl)nc1	-11.0	6.2	1.1	1565	0.7	-4.9	9.1	-7.4	-4.9	1
O=C(Cc1cccc2ccccc12)N/N=C/c1ccncc1	-3.8	3.1	1	1554	1.0	-2.3	4.2	-0.4	2.6	1
Cc1cc2c3c(c1C)C1(C(=O)N3C(C)(C)CC2C)C(C#N)=C(N)Oc2n[nH]c(C)c21 (stereo not drawn)	-6.8	-0.1	1	1275	-3.9	-5.7	2.6	-2.3	-0.7	1.1
N/C(=N\OC(=O)Cc1ccccc1[N+](=O)[O-])c1ccncc1	-10.9	4.2	0.9	1462	0.2	-6.2	5.4	11.4	4.7	1.1
CN(/N=C/c1ccc([N+](=O)[O-])o1)c1ccccc1	32.4	7.4	0.6	1828	-1.2	23.0	10.0	37.5	20.7	0.8

Three entries from above, ordered by the value under bIAP activator, largest number first:
SMILES	bIAP activator
Cc1cnn(CCC(=O)NNC(=S)Nc2ccc(F)cc2)c1	1.4
Cc1cccc(C(C)Nc2ccc([N+](=O)[O-])cn2)c1 (stereo not drawn)	1
O=C(CN1CCCCC1)NCCNC(=O)CN1CCCCC1	0.9

The results go on:
SMILES	TNAP inh noacc	PPARg SRC3 recr	bIAP activator	SRC2 TRFRET art	HMGR II inh	TNAP inh hi DEA	PPARg SRC-1 ag	bIAP inh	PPARg SRC-2 ag	TNAP act hiacc
O=C(COc1ccccc1)NCC(=O)Nc1cccc(S(=O)(=O)NC2=NCCC2)c1	-8.7	-1.2	1	1468	8.7	-0.8	2.7	-4.0	0.2	1
CCCCOc1cccc(C(=O)NC(=S)Nc2cccc(C(F)(F)F)c2)c1	-18.9	1.0	0.9	1667	0.3	3.9	1.1	6.0	3.5	1
Cc1ccc(NC(=S)NCCc2ccc(S(N)(=O)=O)cc2)cc1C	-6.1	3.9	1	1520	-8.2	1.0	-2.9	-4.6	-2.8	1
CCn1c(SCC(=O)Nc2ccc3c(c2)OCO3)nnc1-c1cnccn1	-5.7	-15.5	0.9	1510	-0.8	-2.8	-1.8	7.2	-1.1	1
COc1ccc(S(=O)(=O)N(C)CC(=O)Nc2cccc(C(C)=O)c2)cc1C	-8.9	-12.0	0.9	1505	-3.9	-2.7	-0.8	7.9	-4.5	1
CN(c1ccccc1)S(=O)(=O)c1cccc(NC(=O)Cc2c(F)cccc2Cl)c1	-26.7	3.1	0.9	1636	-1.1	-8.6	5.9	11.2	14.2	1.1
CC(C)(C)NC(=O)CN(C(=O)CS(=O)CC(=O)Nc1ccc(F)cc1)c1cccc(F)c1 (stereo not drawn)	-9.9	2.8	1	1436	1.7	-13.7	-7.4	-0.9	2.8	1.1
Cc1ccc(NC(=O)CSc2nnc(-c3cccnc3)n2CCN2CCCCC2)cc1	1.4	2.6	0.9	1443	0.6	-1.6	10.5	12.1	2.9	1
